Assay outcomes: PubChem, several laboratories
STK33 kinase inh: inhibitors of purified STK33 kinase, primary screen, biochemical, ADP-Glo luminescence, homogeneous, cell-free; Serine/threonine-protein kinase 33 (Homo sapiens), Q9BYT3; MBP phosphorylation; inhibition, % at 10 µM; actives 0.073% (n = 320,000);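 active = inhibition at or above 25%, using the most active replicate where run in duplicate; inactive = inhibition below 25%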
Target sequence (Q9BYT3 whole entry, looked up): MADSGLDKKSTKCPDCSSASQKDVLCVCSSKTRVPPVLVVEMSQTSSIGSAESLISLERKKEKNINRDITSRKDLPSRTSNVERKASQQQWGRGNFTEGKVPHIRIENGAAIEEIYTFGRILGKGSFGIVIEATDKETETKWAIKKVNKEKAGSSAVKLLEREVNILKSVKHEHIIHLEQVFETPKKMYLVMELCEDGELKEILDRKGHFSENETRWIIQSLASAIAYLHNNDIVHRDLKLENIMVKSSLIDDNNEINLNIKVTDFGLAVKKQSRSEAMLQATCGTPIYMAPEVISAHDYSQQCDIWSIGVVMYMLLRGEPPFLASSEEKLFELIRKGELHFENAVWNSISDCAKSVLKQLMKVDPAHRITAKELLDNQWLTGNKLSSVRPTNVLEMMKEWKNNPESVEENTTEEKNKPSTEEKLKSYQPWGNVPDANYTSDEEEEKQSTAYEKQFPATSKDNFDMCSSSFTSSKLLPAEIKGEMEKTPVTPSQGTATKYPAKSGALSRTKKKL
Kir21 inh: inhibitors of mouse Kir2.1 inward-rectifier potassium channel | actives 0.85% (n = 310,000) | B-score at 10 µM | AID 1672, 2009 | Inward rectifier potassium channel 2 (Mus musculus), P35561 | HEK293-Kir2.1, FluxOR thallium flux fluorescence; stronger effect = lower value;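 active = fluorescence ratio B-score at or below minus 3 SD of library scores, with starting-brightness B-score within 2 SD, cut at about -4.2 in these data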;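 note: channel flux triggered by added potassium and thallium sulfate stimulus; B-score of peak minus minimum fluorescence over baseline after thallium stimulus; more negative B-score means stronger Kir2.1 block with less thallium influx; some compounds called inactive have numbers as strong as hits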
Target sequence (P35561 whole entry, looked up): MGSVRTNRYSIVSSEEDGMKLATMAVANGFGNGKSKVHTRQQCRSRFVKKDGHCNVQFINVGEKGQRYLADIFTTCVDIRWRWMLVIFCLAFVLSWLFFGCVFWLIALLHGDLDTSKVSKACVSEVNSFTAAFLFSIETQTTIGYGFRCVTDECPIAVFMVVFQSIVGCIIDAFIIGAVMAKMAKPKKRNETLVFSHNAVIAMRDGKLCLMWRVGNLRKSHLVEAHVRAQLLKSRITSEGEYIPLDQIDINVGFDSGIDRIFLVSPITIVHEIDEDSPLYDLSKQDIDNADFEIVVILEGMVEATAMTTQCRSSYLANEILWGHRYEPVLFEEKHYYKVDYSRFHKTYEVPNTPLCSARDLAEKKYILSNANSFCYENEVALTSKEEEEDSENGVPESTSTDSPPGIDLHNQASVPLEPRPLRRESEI
Numbers without * were called inactive; nt = no result given.

no.	compound	STK33 kinase inh	Kir21 inh
1	COc1ccc(NC(=O)CSc2nnc(C)c3ccccc23)cc1	-3.2	1.4
2	COC(=O)c1[nH]c2cccc(Cl)c2c1NC(=O)CN1CCN(CCO)CC1	0.3	-1.5
3	COc1ccccc1Nc1nccc(N(C)C)c1C#N	-1.4	-1.2
4	Cc1onc(-c2ccccc2)c1C(=O)Nc1nnc(COc2ccc(Cl)cc2)s1	-0.2	-0.23
5	Cc1cc(C)n(-c2ncc3c(n2)N(CCO)CCOC3=O)n1	1.8	-0.04
6	Nc1c2c(nc3ccn(-c4ccccc4)c(=O)c13)CCCCC2	-0.4	0.65
7	CCN(CC)S(=O)(=O)c1cccc(C(=O)N[C@H](C(=O)NC2=NCCS2)C(C)C)c1	-1.5	nt
8	CCOC(=O)N1CCN(C(=O)c2oc3ccc(S(=O)(=O)N4CCCCC4)cc3c2C)CC1	0.2	0.03
9	CCOC(=O)CSc1nc2ccsc2c(=O)n1C1CCN(C(=O)OCC)CC1	17	1.3
10	CN1C2CCC1CC(OC(c1ccccc1)c1ccccc1)C2 (stereo not given)	-1.2	-3.7
11	COc1ccc(-c2nn(-c3ccccc3)cc2CNCc2cccnc2)c(F)c1	0.4	-0.01
12	O=C(OCc1ccccc1)c1cc(S(=O)(=O)N2CCCCC2)ccc1N1CCOCC1	-1.9	-1.9
13	COc1ccccc1S(=O)(=O)NCc1ccc(C(=O)NC(C)c2ccccn2)cc1 (stereo not given)	0.4	nt
14	CC1Cc2nc(SCC(=O)OCc3ccccc3)n(C)c(=O)c2S1 (stereo not given)	0.7	-3.4
15	COc1cc(/C=C(\C#N)c2ccccn2)ccc1OCc1ccc(Cl)cc1	-0.3	0.02
16	CC(=O)NC1=NN(C(C)=O)C(C)(c2ccc(Br)cc2)S1 (stereo not given)	-2.6	-0.27
17	CCCN(CCC)C(=O)c1ccc2nc(-c3ccc(OC)c(OC)c3)c(-c3ccc(OC)c(OC)c3)nc2c1	1.9	0.1
18	C=CCNC(=O)c1c(C(F)(F)F)nn(C)c1Cl	-1.8	0.38
19	CC(=O)N1CCN=C1SCc1c(F)cccc1Cl	-1.5	0.06
20	COc1cc(CCC(=O)Nc2ncc(C)s2)cc(OC)c1OC	-0.1	0.9
21	CCOC(=O)CNC(=S)n1ncnc1N	-0.7	-1.9
22	COc1ccc(-c2nc(N/N=C(\C)c3ccc(O)cc3)c3ccccc3n2)cc1	-0.3	-0.59
23	Cn1nnc2cc(C(=O)NC3CCCCC3)ccc21	-1.4	-1.2
24	COc1cc(CC(=O)OCC(=O)NC2CCCCCC2)cc(OC)c1OC	-0.8	nt
25	CCOC(=O)N1CCN(C(=O)CSc2nnc(COc3ccc(Cl)cc3)o2)CC1	-1.3	0.08
26	O=C(Cc1ccc(Cl)cc1)NNC(=S)NC(=O)c1cccs1	0.4	1.2
27	Cc1ccc(NC(=O)CNC(=O)c2ccc(Br)o2)nc1	-0.8	-1
28	CC(C)c1ccccc1NC(=O)COC(=O)c1cccnc1	1.3	0.33
29	CC(=O)N/C(=C\c1ccccc1)C(=O)OCC(=O)N(CC(C)C)c1c(N)n(Cc2ccccc2)c(=O)[nH]c1=O	2.4	-0.12
30	COC(=O)C1CCCN1C(=O)C12CC3CC(CC(C3)C1)C2 (stereo not given)	-1.1	-0.98
31	O=C(CCc1ccccc1)NCc1ccccn1	-2.0	0.21
32	CC(=O)Nc1ccc(S(=O)(=O)N(C)CC(=O)OCC(=O)N2CC(C)OC(C)C2)cc1 (stereo not given)	1.8	1.2
33	O=C(CSc1nnc(CNC(=O)c2ccco2)o1)Nc1ccc(OC(F)(F)F)cc1	-4.2	0.92
34	CCN(CC)CCCNC(=O)C1CCN(c2ncnc3c2sc2cccc(F)c23)CC1	0.6	1.4
35	CCOC(=O)c1c(NC(C)=O)sc2c(OCC(O)CNC(C)(C)C)c(Br)ccc12 (stereo not given)	2.9	-6.1*
36	CC1CCCCN1C(=O)/C(=C\c1ccccc1)c1ccccc1 (stereo not given)	0.2	-1.8
37	Cc1c(NC(=O)C(C)OC(=O)[C@@H](NC(=O)c2ccccc2)C(C)C)c(=O)n(-c2ccccc2)n1C (stereo not given in full)	-0.7	0.29
38	O=C(CSc1ccc2c(c1)OCCO2)NCCN1C(=O)CSC1=O	1.0	1.4
39	O=C(O)c1ccc(CNC(=S)Nc2ccccc2)cc1	-1.9	1.6
40	COc1ccc(OCc2nnc(SCC(=O)O)n2N)cc1	-0.6	-0.04
41	CC(C)c1nnc(SCC(=O)N2CCc3ccccc32)n1C	-3.0	-0.5
42	O=C(Nc1cc(S(=O)(=O)N2CCCC2)ccc1Cl)c1ccncc1	-4.1	nt
43	O=C(OCc1ccccc1)C1=[N+]([O-])OC(C(=O)OCc2ccccc2)C1c1c[nH]c2ccccc12 (stereo not given)	-1.6	nt
44	CCc1cc(=O)oc2c(C)c(OCC(=O)N3CCCc4ccccc43)ccc12	5.4	-0.78
45	O=C(O)c1cc(=O)[nH]c2c(Cl)cccc12	-1.0	-0.94
46	CCN(CC)c1ccc(/C=N/NC(=O)CN2CCCc3ccccc32)cc1	-0.6	-0.27
47	Cc1ccc2nc(-c3ccc(NC(=O)CSc4nc(N)cc(=O)[nH]4)cc3)sc2c1	-2.2	1.5
48	COc1cc(C(=O)Nc2c(C)cc(C)cc2C)c(-n2cnnn2)cc1OC	-0.2	-0.02
49	CN1CCC23c4ccccc4NC1C21CCN(C)C3Nc2ccccc21	0.0	0.09
50	CC(C)(C)NC(=O)NCc1cccnc1	-1.5	0.09

(continued)
no.	compound	STK33 kinase inh	Kir21 inh
51	CC(Sc1nc(-c2ccccc2)cc(C(F)(F)F)n1)C(=O)N1CCC(C(N)=O)CC1 (stereo not given)	-1.1	1.6
52	O=C(Nc1c[nH]c(=O)[nH]c1=O)c1ccc2c(c1)C(=O)N(c1cccc([N+](=O)[O-])c1)C2=O	nt	1.9
53	CCC(CO)NC(=O)c1cccc(S(=O)(=O)N2c3ccccc3CC2C)c1 (stereo not given)	0.7	0.1
54	O=C(N/N=C/c1cnc(N2CCCCC2)s1)c1ccc(Cl)cc1	-1.1	0.13
55	CNS(=O)(=O)/C=C/c1ccccc1	6.0	2.3
56	Cc1nn(Cc2c(F)c(F)c(F)c(F)c2F)c(C)c1NC(=O)c1ccc(COc2ccccc2Cl)o1	-1.9	0.13
57	Cc1cccc(N2CCN(S(=O)(=O)c3ccc(-c4ccc(=O)[nH]n4)o3)CC2)c1C	0.6	-1
58	C=CCc1c(C)nc(SC(C)C)[nH]c1=O	0.5	0.02
59	O=C(c1cccc(S(=O)(=O)N2CCN(c3ccc(F)cc3)CC2)c1)N1CCCCCCC1	-1.3	0.02
60	CC(=O)Nc1cc(C(=O)OCC(=O)c2ccccc2)ccc1C	0.6	1.5
61	CSc1ccc(S(=O)(=O)N2CCC(C(=O)NCCN3CCOCC3)CC2)cc1	-1.0	-0.58
62	CCC(C)(C)NC(=O)C(c1cccn1C)N(C(=O)Cn1nnc2ccccc21)c1ccccc1OC (stereo not given)	-0.8	-3.5
63	C=CCNC(=S)N/N=C/c1ccc(C)s1	-0.9	-0.02
64	CCOc1ccc(CCNC(=O)COC(=O)CCc2cc(OC)c(OC)c(OC)c2)cc1OCC	0.3	0.88
65	COc1cccc(/C=N/NC(=S)NCCc2ccccc2)c1OC	-0.7	0.68
66	C[C@@H](O)[C@H]1O[C@]2(C)CCC[C@H]1O2	-1.0	nt
67	Cn1nc(SCC(=O)O)sc1=S	-0.4	-0.24
68	O=C(COC(=O)C1=COCCO1)Nc1cccc(S(=O)(=O)N2CCOCC2)c1	-2.0	0.26
69	CCCCCCc1cc2cc(C(=O)Nc3ccc(OC)cc3)c(=O)oc2cc1O	-1.5	0.06
70	Cc1ccc(C)c(N2CCN(CC3CC=CCC3)CC2)c1 (stereo not given)	-0.1	-0.2
71	CC(N=Cc1nc(-c2ccccc2)oc1O)c1ccccc1 (stereo not given)	0.0	-2
72	O=C(c1cn(-c2ccccc2)nc1-c1ccc(Cl)cc1)N1CCOCC1	-0.7	1.8
73	OCC[C@H]1C[C@H](O)[C@@H](O)[C@]2(OCc3ccccc32)O1	-1.4	nt
74	Cc1c(N=Cc2ccc(Br)s2)cccc1[N+](=O)[O-]	-1.4	-0.8
75	CCOc1ccc(Cc2nnc(SCC(=O)Nc3ccc(C(C)=O)cc3)[nH]c2=O)cc1	-1.2	0.13
76	CSC1=N/C(=C\c2ccc(C)s2)C(=O)S1	-0.7	0.71
77	COc1ccc(C2=NOC(C)(c3nnc(-c4ccc(F)cc4)o3)C2)cc1 (stereo not given)	-2.1	0.59
78	CC(C)(C)Cc1nnc(NC(=O)c2ccco2)s1	-0.8	-1.3
79	O=C(CCn1c(=O)oc2ccc(Cl)cc21)N1CCN(Cc2ccccc2)CC1	-3.3	-0.04
80	Cc1cc(Cl)ccc1OC(C)c1nnc(N)s1 (stereo not given)	7.5	-0.15
81	COCc1cc(CN2CCN(CCc3ccccc3)C(CCO)C2)ccc1OC (stereo not given)	-1.4	0.39
82	Cc1ccc(C)c(OCC(=O)Nc2ccc(N3CCOCC3)cc2N2CCOCC2)c1	1.0	nt
83	CCOC(=O)c1csc(-c2snnc2C)n1	-1.4	0.26
84	CN(C)CCCn1c(SCc2c(Cl)cccc2Cl)nnc1-c1ccncc1	-0.3	0.33
85	O=C(NCc1ccncc1)C(=O)Nc1nccs1	0.8	-1.1
86	O=C(NOC(=O)c1c(F)cccc1Cl)c1ccc(Cl)c(Cl)c1	-4.5	-1.2
87	N=c1n(CC(=O)c2ccc([N+](=O)[O-])cc2)c2ccccc2n1Cc1ccccc1	0.2	0.19
88	O=S(=O)(CCc1nc2ccccc2o1)c1ccc2ccccc2c1	0.3	-1.9
89	CCOc1ccc(-c2c(=O)n(OCC)c3ccccc3[n+]2[O-])cc1	-0.3	-0.69
90	Cc1cc(/C=C2/SC(=O)N(CC(=O)N3CCOCC3)C2=O)c(C)n1-c1ccccc1F	1.0	2.9
91	Cc1ccc(C(=O)Nn2c(N)c(S(=O)(=O)c3ccc(C)cc3)c3nc4ccccc4nc32)cc1	0.0	0.04
92	CCOC(=O)C1CCN(C(=O)CCc2c(C)nc3c(-c4ccc(F)cc4)c(C)nn3c2C)CC1	0.0	0.99
93	CCn1c(=O)c2cc(S(=O)(=O)NCCOc3ccccc3)ccc2n(CC)c1=O	-1.0	0.52
94	COc1ccc(NC(=O)c2cc(S(=O)(=O)N3CCS(=O)(=O)CC3)ccc2Cl)cc1	-0.9	-1.6
95	COc1ccc(N2CCN(C(=O)c3ccc4c(=O)n(CC5CCCO5)c(=O)[nH]c4c3)CC2)cc1 (stereo not given)	0.5	-0.33
96	COc1ccc(CCNC(=O)Cn2c(=O)oc3cc(Cl)ccc32)cc1OC	3.3	1
97	Cc1oc2c(CN3CCCCC3)c(O)ccc2c(=O)c1-c1ccc(Cl)cc1	-0.8	-0.89
98	O=C(NCc1ccc(C(=O)O)cc1)OCc1ccccc1	-0.3	1.1
99	CCc1c(C)nc(SCC(=O)Nc2ccc(Br)cc2)[nH]c1=O	-0.5	1
100	O=C(CN1CCN(c2ccc(F)cc2)CC1)N1CCOCC1	0.2	-0.07

Overlap with the part before: 2 compounds, followed by the next part.
no.	compound	STK33 kinase inh	Kir21 inh
99	CCc1c(C)nc(SCC(=O)Nc2ccc(Br)cc2)[nH]c1=O	-0.5	1
100	O=C(CN1CCN(c2ccc(F)cc2)CC1)N1CCOCC1	0.2	-0.07
101	CCOc1ccccc1/C=C(/C#N)C(N)=O	1.7	-0.07
102	Cc1cc(Cl)c(S(=O)(=O)N2CC(C)OC(C)C2)cc1OCC(N)=O (stereo not given)	0.5	0.61
103	CS(=O)(=O)N(CCc1ccccc1)CC(=O)N1CCCC1	-1.8	0.67
104	NC(=O)COC(=O)c1ccccc1OCc1ccc(Cl)cc1	1.1	-0.53
105	Nc1nonc1-n1nnc(C(=O)N/N=C/c2cc(Br)ccc2O)c1CSC1=NCCS1	0.3	-0.97
106	NCCc1nnc(SCc2c(Cl)cccc2Cl)o1	-0.4	-1.2
107	O=C(O)c1ccc(CNCc2ccccc2Cl)cc1	-1.3	-0.11
108	CCNc1nc(NCC)n2c(SCC(=O)Nc3ccccc3C(F)(F)F)nnc2n1	-0.9	0.86
109	O=C(Cn1c(COc2ccccc2)nc2ccccc21)Nc1cc(Cl)cc(Cl)c1	0.3	-0.55
110	CC(=O)c1ccc2c(c1)CC(C)C(=O)N2C (stereo not given)	-1.0	-0.08
111	CCn1c(NCc2ccc(OC)cc2)nc2ccccc21	-2.0	-0.14

Complete entries as entered above. Values in the order: STK33 kinase inh, Kir21 inh
`NCCc1nnc(SCc2c(Cl)cccc2Cl)o1` in the list: -0.4, -1.2
`CS(=O)(=O)N(CCc1ccccc1)CC(=O)N1CCCC1` in the list: -1.8, 0.67
`O=C(Cn1c(COc2ccccc2)nc2ccccc21)Nc1cc(Cl)cc(Cl)c1` in the list: 0.3, -0.55
`CCNc1nc(NCC)n2c(SCC(=O)Nc3ccccc3C(F)(F)F)nnc2n1` in the list: -0.9, 0.86
`CC(=O)c1ccc2c(c1)CC(C)C(=O)N2C` (stereo not given) in the list: -1.0, -0.08
